# M4 PAM: CHRM4 positive allosteric modulation; P08173; activation, % at 3 µM; AID 624126; CHO-K1 hM4/Gqi5, Fluo-8 calcium fluorescence, ACh EC20; 0% = ACh EC20, 100% = maximal ACh; hit rate 0.4% among 360,000;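 active means activation above its plate's cutoff, the mean activation of sample wells plus 3 SD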; further: some results filed as inactive read as strong as hits
# Target sequence (P08173 whole entry, looked up): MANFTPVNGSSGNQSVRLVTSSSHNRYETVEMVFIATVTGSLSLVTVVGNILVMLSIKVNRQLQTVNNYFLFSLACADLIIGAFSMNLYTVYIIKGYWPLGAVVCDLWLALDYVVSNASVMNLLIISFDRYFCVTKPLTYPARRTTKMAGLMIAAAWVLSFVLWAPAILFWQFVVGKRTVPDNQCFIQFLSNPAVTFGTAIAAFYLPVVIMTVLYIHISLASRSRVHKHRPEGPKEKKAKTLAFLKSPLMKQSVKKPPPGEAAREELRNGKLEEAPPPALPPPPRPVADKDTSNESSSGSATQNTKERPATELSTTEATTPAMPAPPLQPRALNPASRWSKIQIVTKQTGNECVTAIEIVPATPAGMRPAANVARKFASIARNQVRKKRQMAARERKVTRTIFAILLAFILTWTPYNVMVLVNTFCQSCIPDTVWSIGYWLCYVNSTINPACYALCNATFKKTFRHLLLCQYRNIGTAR
# MEKK3 PB1 HTS: raises or lowers MEK5 binding to the human MEKK3 PB1 domain | Q99759 | bead-based flow cytometry, Alexa488-MEK5 binding to MEKK3; actives lie on both sides; 0 = blocked by unlabeled MEK5, 100 = vehicle | binding response (% of control), % at 10 µM | hit rate 1.4% among 290,000;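 active means binding response more than 3 SD above or below the average of its plate-row segment, actives on both sides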;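 further: Alexa488 bead fluorescence after subtracting the streptavidin-only scavenger bead signal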
# CRFBP-R2 agonist: CRF-BP/CRF-R2 complex agonism. HEK293 CRF-R2/CRF-BP, calcium dye fluorescence (FLIPR); percent of saturating CRF peptide response. activation, % at 13.2 µM. hit rate 0.46% among 350,000. AID 588473;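 active means activation of at least 50%, plus an integration ratio under a set limit after plate pattern correction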;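 further: plate controls were neutral control wells without compound for no effect and CRF at EC100 for full effect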
# p-CIP stab down: lowers stability of the mouse p/CIP coactivator protein; F442A p/CIP-EGFP cells, EGFP fluorescence, 16 h; hit rate 0.01% among 290,000; decrease of EGFP signal, % at 10 µM; Q05BA5;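 active means EGFP signal decrease of at least 30% at 10 µM or well 3 SD below plate mean, unless failing retest; inactive means the rest, including hits failing retest or dose response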; further: some compounds called inactive have numbers as strong as hits; many of its hits are not listed in these tables
# IDE inh: cellular human IDE inhibition. P14735. HEK cells, FAbetaB cleavage, fluorescence polarization. inhibition, % at 5.59 µM. hit rate 0.41% among 320,000. AID 434962;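 active means percent inhibition above the average of all tested compounds plus 3 SD, set per screening campaign, cut at about 16% in these data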;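 further: IDE supplied by intact live HEK cells; FP after avidin binding of uncleaved biotin substrate so inhibition keeps polarization high; 0% = DMSO wells and 100% = 60 µM reference IDE inhibitor Ii1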
# CRFR2-BP antag: CRF-BP/CRF-R2 complex antagonism | HEK293 CRF-R2/CRF-BP, CRF-induced calcium fluorescence | inhibition, % at 11.8 µM | hit rate 0.59% among 350,000 | AID 588475;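 active means inhibition of the ligand-induced calcium signal above about 50% at the single tested concentration, limit read from the data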
# GalR3 antag: antagonists of human GalR3; inhibition, % at 3 µM; O60755; hit rate 0.44% among 360,000; AID 651719; HEK293 GalR3-CNG cAMP membrane potential fluorescence; galR3 body fused to GalR1 C-terminus;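 active means inhibition above the screen-wide average plus 3 SD, cut at about 13% in these data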;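 further: forskolin and galanin both at EC90 stimulate the cells; cAMP rise reported by CNG channel membrane potential dye signal; 0% = forskolin plus galanin with DMSO and 100% = forskolin alone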
# IDE cell activ: IDE (human) activation, cell-based | P14735 | HEK cells, FAbeta-B cleavage, fluorescence polarization; 0% vehicle, 100% cell-free pure enzyme wells | activation, % at 5.96 µM | hit rate 0.073% among 340,000 | AID 493087;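 active means activation above the mean of all tested compounds plus 3 SD, set per screening campaign, cut at about 17% in these data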
# PHOSPHO1 block: PHOSPHO1 (human) inhibition. recombinant PHOSPHO1, absorbance phosphatase assay. inhibition, % at 13.3 µM. hit rate 1.1% among 290,000. AID 1565; in the data active means inhibition above about 60%
# Target sequence (Q8TCT1 whole entry, looked up): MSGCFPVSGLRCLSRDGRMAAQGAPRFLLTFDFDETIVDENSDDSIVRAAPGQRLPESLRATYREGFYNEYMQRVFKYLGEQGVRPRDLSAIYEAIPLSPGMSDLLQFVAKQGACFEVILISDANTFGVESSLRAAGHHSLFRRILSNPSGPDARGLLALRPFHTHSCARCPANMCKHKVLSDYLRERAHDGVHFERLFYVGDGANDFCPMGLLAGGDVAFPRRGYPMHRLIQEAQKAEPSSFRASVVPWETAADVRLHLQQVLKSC
# * = called active by the depositor; / = no result given.
# Start of the listing, in advance (five entries):
SMILES,M4 PAM,MEKK3 PB1 HTS,CRFBP-R2 agonist,p-CIP stab down,IDE inh,CRFR2-BP antag,GalR3 antag,IDE cell activ,PHOSPHO1 block
C=CCN=C(NC#N)SCC(=O)NCc1ccccc1,-6.8,103.0,0.1,-18.4,-0.5,3.0,0.1,-3.3,6.4
O=CN1CCN(C2CC(=O)N(c3ccc4c(c3)OCO4)C2=O)CC1 (stereo unspecified),23.1,101.0,-1.4,-7.9,-3.0,4.7,-3.4,5.9,17.6
Cc1ccc(S(=O)(=O)CCc2nnc(NC(=O)C3CCCCC3)s2)cc1,6.6,113.0,-0.2,-5.0,5.9,-26.1,-2.3,0.7,28.5
C=CCn1c(SCC(=O)Nc2cccc(S(N)(=O)=O)c2)nc2sc(C)c(C)c2c1=O,4.8,/,-3.8,/,5.3,9.3,-6.8,3.5,/
CN(C(=O)c1ccco1)c1ccccc1C(=O)O,-0.5,111.0,-0.4,3.3,2.8,-10.1,-9.8,1.4,-17.7

# The whole of this part (from the top)
SMILES,M4 PAM,MEKK3 PB1 HTS,CRFBP-R2 agonist,p-CIP stab down,IDE inh,CRFR2-BP antag,GalR3 antag,IDE cell activ,PHOSPHO1 block
C=CCN=C(NC#N)SCC(=O)NCc1ccccc1,-6.8,103.0,0.1,-18.4,-0.5,3.0,0.1,-3.3,6.4
O=CN1CCN(C2CC(=O)N(c3ccc4c(c3)OCO4)C2=O)CC1 (stereo unspecified),23.1,101.0,-1.4,-7.9,-3.0,4.7,-3.4,5.9,17.6
Cc1ccc(S(=O)(=O)CCc2nnc(NC(=O)C3CCCCC3)s2)cc1,6.6,113.0,-0.2,-5.0,5.9,-26.1,-2.3,0.7,28.5
C=CCn1c(SCC(=O)Nc2cccc(S(N)(=O)=O)c2)nc2sc(C)c(C)c2c1=O,4.8,/,-3.8,/,5.3,9.3,-6.8,3.5,/
CN(C(=O)c1ccco1)c1ccccc1C(=O)O,-0.5,111.0,-0.4,3.3,2.8,-10.1,-9.8,1.4,-17.7
CCSc1ccccc1C(=O)NCc1cccnc1,-2.9,99.0,1.7,-6.5,0.7,-5.8,-2.8,-4.3,42.9
O=C(Cc1cccc2ccccc12)Nc1nc2ccccc2[nH]1,14.6,83.0,-2.1,-6.5,7.0,-10.0,-3.3,2.2,-1.4
Cc1ccc(OCCSc2nc3ccccc3n2CCC(=O)O)cc1,-2.5,113.0,-1.4,-105.7,-4.7,-8.8,-8.0,2.9,/
Cc1ccccc1Nc1nn2c(=O)c3ccc(C(=O)N4CCCC(C)C4)cc3nc2s1 (stereo unspecified),-0.1,/,-1.4,/,/,4.8,-2.2,/,/
Cc1nn(C(C)C(=O)c2cccc(Cl)c2)c(C)c1[N+](=O)[O-] (stereo unspecified),-8.1,97.0,-1.2,1.4,0.0,-5.3,-6.0,-1.1,8.4
COc1ccc(C2C(C(=O)Nc3ccc(F)cc3)=C(C)Nc3nc(CCCO)nn32)cc1 (stereo unspecified),-1.7,103.0,-2.9,-3.2,0.7,-14.7,-1.6,7.7,-4.5
CC(C)CC1(C)CNC(=O)NC1,1.0,/,-0.7,/,/,-4.7,-4.3,1.2,/
CCCc1nnc(NC(=O)CSc2ncn[nH]2)s1,16.2,99.0,1.0,0.6,2.1,13.8,-1.2,1.0,4.0
CN1C/C(=C/c2ccccc2[N+](=O)[O-])C(=O)/C(=C\c2ccccc2[N+](=O)[O-])C1,3.8,/,-0.5,/,/,23.8,-1.9,-3.3,/
O=C(Nc1nc2c(Cl)cccc2s1)C1CC1,3.4,104.0,-0.9,-9.7,-3.7,-10.4,-2.4,1.2,26.6

# Full records as entered above. Order of screens: M4 PAM	MEKK3 PB1 HTS	CRFBP-R2 agonist	p-CIP stab down	IDE inh	CRFR2-BP antag	GalR3 antag	IDE cell activ	PHOSPHO1 block
# `C=CCN=C(NC#N)SCC(=O)NCc1ccccc1` as listed: -6.8	103.0	0.1	-18.4	-0.5	3.0	0.1	-3.3	6.4
# `Cc1ccccc1Nc1nn2c(=O)c3ccc(C(=O)N4CCCC(C)C4)cc3nc2s1` (stereo unspecified) as listed: -0.1	/	-1.4	/	/	4.8	-2.2	/	/
# `CN1C/C(=C/c2ccccc2[N+](=O)[O-])C(=O)/C(=C\c2ccccc2[N+](=O)[O-])C1` as listed: 3.8	/	-0.5	/	/	23.8	-1.9	-3.3	/
# `CCCc1nnc(NC(=O)CSc2ncn[nH]2)s1` as listed: 16.2	99.0	1.0	0.6	2.1	13.8	-1.2	1.0	4.0
# `CCSc1ccccc1C(=O)NCc1cccnc1` as listed: -2.9	99.0	1.7	-6.5	0.7	-5.8	-2.8	-4.3	42.9

# Other structures follow:
SMILES,M4 PAM,MEKK3 PB1 HTS,CRFBP-R2 agonist,p-CIP stab down,IDE inh,CRFR2-BP antag,GalR3 antag,IDE cell activ,PHOSPHO1 block
O=C(OCc1cncs1)c1ccccc1Cl,2.0,104.0,-0.1,1.1,0.5,-6.1,-7.0,1.0,17.0
CC1CN(CC(=O)c2c(N)n(Cc3ccccc3)c(=O)n(C)c2=O)CC(C)O1 (stereo unspecified),0.2,113.0,3.1,-10.0,-4.1,5.9,-3.9,-0.3,-11.1
CCc1nnc(NC(=O)c2ccc(Br)o2)s1,-0.5,97.0,-0.2,3.4,3.2,-20.8,-6.0,-2.6,30.2
CCc1nnc(NC(=O)CN2C(=O)CCC2=O)s1,2.9,101.0,0.0,-2.8,4.4,19.1,7.5,5.4,-11.3
O=C(O/N=C1\CCS(=O)(=O)c2sccc21)c1ccccc1,3.4,109.0,-1.5,-7.4,7.1,4.4,-1.1,4.8,40.3
COc1cccc(OC)c1C(=O)Nc1sc2c(c1C(N)=O)CCN(Cc1ccccc1)C2,2.5,102.0,37.5,-8.0,2.7,-47.5,/,1.7,30.6
Cc1ccc2c(c1)N(CC(=O)NCCCc1ccccc1)C(=O)c1cccnc1O2,-10.3,99.0,-2.2,-0.7,-2.6,-4.9,2.6,-4.7,49.2
COc1ccc(/C=N/NS(=O)(=O)c2ccccc2)cc1OC(=O)c1ccc(C)cc1,-4.1,/,-3.2,0.3,-2.1,50.6*,0.6,1.2,32.3
Cc1cc(C(=O)COC(=O)Cc2n[nH]c(=O)c3ccccc23)c(C)n1-c1ccc2c(c1)OCCO2,-11.6,135.0*,2.5,-0.5,0.6,48.7,-4.6,-1.8,0.3
Cn1nnnc1SCC(=O)Nc1nc(-c2ccccc2)c(-c2ccccc2)o1,6.2,107.0,-0.9,-6.8,0.6,-9.9,-1.1,1.7,2.1
O=C(CCN1C(=O)c2cccc3cccc(c23)C1=O)Nc1ccccc1,1.7,101.0,1.0,-1.1,-6.7,6.7,8.4,1.3,-5.3
C=C(C)c1sc(-c2ccccc2)nc1C,/,106.0,-1.5,/,4.8,16.7,-6.6,/,/
O=C1CN(C(=O)CSc2nnnn2-c2ccc(Cl)cc2)c2ccccc2N1,-5.2,98.0,-3.7,-6.3,2.3,-32.4,-7.8,2.9,-30.5
FC(F)(F)c1cccc(Nc2ncnc3ccccc23)c1,7.3,105.0,-0.8,-13.1,1.8,6.7,-2.6,0.1,-17.9
CCN(CC)c1ccc(C(=O)NNC(=O)Cn2c(=O)cnc3ccccc32)cc1,9.2,/,-1.2,/,/,-13.0,-8.1,/,/
Cc1sc2nc(SCc3nc4ccccc4[nH]3)n(Cc3ccco3)c(=O)c2c1C,-1.0,/,1.7,-2.7,-3.9,5.0,2.4,2.9,-39.9
CCOC(=O)c1ccn(CSc2c(F)c(F)cc(F)c2F)n1,0.4,/,0.0,/,2.3,4.5,4.2,1.9,/
COc1ccc([C@H]2N[C@]3(CCCN(Cc4ccc(C(F)(F)F)cc4)C3=O)[C@H]3C(=O)N(Cc4ccccc4)C(=O)[C@@H]23)cc1,-2.3,/,4.4,/,/,-2.8,-6.0,/,/
O=C(CCc1n[nH]c(=O)[nH]c1=O)Nc1cccc([N+](=O)[O-])c1,2.1,100.0,0.3,-4.8,-4.0,9.7,-0.6,2.9,-29.8
CCCCOc1ccc(C(O)(CCN2CCOCC2)c2ccccc2)cc1 (stereo unspecified),0.4,99.0,-0.2,-2.2,-0.6,-7.1,-11.9,3.9,25.7
COc1ccc(C(=O)Cn2nnc(-c3ccccc3F)n2)cc1,-2.9,95.0,1.6,-7.2,0.5,-17.4,-8.2,-1.4,5.7
O=C(NCc1ccccc1Cl)c1ccc(S(=O)(=O)Nc2cccc(C(F)(F)F)c2)cc1,-1.8,99.0,5.5,-9.2,7.1,-34.9,-3.3,3.8,-2.4
Cc1cc(C)cc(-n2ncc3c2CCCC3NC(=O)CCN2CCCC2=O)c1 (stereo unspecified),3.1,100.0,-0.5,9.5,2.2,-7.1,-3.4,-2.6,37.6
CCOc1ccccc1NC(=O)CN(c1ccc(Cl)cc1)S(C)(=O)=O,-4.9,104.0,-0.7,-10.8,1.1,9.3,-9.3,-1.0,9.2
Cn1c(SCC(=O)NC(=O)NCc2ccccc2)nnc1C(F)(F)F,-1.5,/,0.2,/,-1.4,5.2,-5.3,1.8,/
CC(C)CC1c2[nH]c3ccccc3c2CCN1C(=O)CCC(=O)N(C)C (stereo unspecified),2.5,95.0,3.1,-4.7,-1.4,-10.4,-5.7,1.4,23.0
CC(C)(C)c1ccc(OCC(=O)Nc2ccc(C(=O)Nc3ccccc3C(=O)O)cc2)cc1,0.9,108.0,0.1,-5.5,7.7,22.6,-1.9,0.2,-9.9
COc1ccc(C(=O)OCC(=O)Nc2ccc3c(c2)OCCO3)c(OC)c1,-5.0,/,-0.7,/,5.7,4.9,-2.8,4.2,/
CC(=O)c1ccc(N2CCN(C(=O)c3cccs3)CC2)c(F)c1,-6.1,109.0,-0.7,4.6,8.1,13.0,-10.0,-0.7,23.5
Cc1sc2ncnc(SCC#N)c2c1C,10.5,90.0,1.8,-9.7,8.0,6.5,-8.4,-5.7,39.9
Cc1c(C(=O)OCC(=O)N2CC(C)CC(C)C2)oc2ccccc12 (stereo unspecified),1.9,/,0.0,/,5.2,3.4,0.8,-4.0,/
Cc1ccc(Nc2cc(C)c3ccc(O)cc3n2)cc1C,-15.7,108.0,3.9,-11.7,0.1,-17.7,-2.9,-1.7,32.2
NC(=O)C1CCN(C(=O)CCSCc2ccccc2)CC1,3.7,102.0,0.3,-6.1,1.9,3.8,-5.6,0.4,/
O=C(O)C1CCC(=O)N1C1CCCC1 (stereo unspecified),10.4,106.0,-1.1,3.3,1.6,11.0,2.6,8.7,0.1
Cc1c(N(C(=O)Cc2cccs2)C2(C(=O)NC3CCCC3)CCCCC2)c(=O)n(-c2ccccc2)n1C,3.9,102.0,5.7,-3.8,-2.9,1.2,-5.5,-2.6,-0.4
CC(=O)c1ccc(NC(=O)C[n+]2cccc(C)c2)cc1,0.3,107.0,0.3,-2.2,-4.5,-0.2,-11.8,-3.4,24.1
